# IMP-1 inhibitor: inhibitors of Pseudomonas aeruginosa IMP-1 metallo-beta-lactamase; 290,000 tested, 0.45% active; inhibition, % at 5.6 µM; purified IMP-1, nitrocefin hydrolysis, epi-absorbance fluorescence;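 active = inhibition above the mean plus 3 SD of all compounds in the same screening run, cut at about 4.5% in these data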;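 note: 0% = IMP-1 with DMSO and 100% = DMSO wells lacking enzyme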
#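 System: purified recombinant IMP-1 beta-lactamase. Medium: Zinc- and detergent-supplemented HEPES buffer, pH 7.1. Compound: one 5.6 µM dose […]. Schedule: 15 min preincubation plus 25 min reaction at 25 °C. Technique: Epi-absorbance fluorescence, 480 nm excitation, 530 nm emission.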
# IDE act: IDE (human) activation, cell-based. HEK cells, FAbeta-B cleavage, fluorescence polarization; 0% vehicle, 100% cell-free pure enzyme wells. P14735. 340,000 tested, 0.073% active. activation, % at 5.96 µM;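 active = activation above the mean of all tested compounds plus 3 SD, set per screening campaign, cut at about 17% in these data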
# PHOSPHO1 block: inhibitors of human PHOSPHO1 phosphatase | 290,000 tested, 1.1% active | recombinant PHOSPHO1, absorbance phosphatase assay | Q8TCT1 | inhibition, % at 13.3 µM; in the data active = inhibition above about 60%
# Target sequence (Q8TCT1 whole entry, looked up): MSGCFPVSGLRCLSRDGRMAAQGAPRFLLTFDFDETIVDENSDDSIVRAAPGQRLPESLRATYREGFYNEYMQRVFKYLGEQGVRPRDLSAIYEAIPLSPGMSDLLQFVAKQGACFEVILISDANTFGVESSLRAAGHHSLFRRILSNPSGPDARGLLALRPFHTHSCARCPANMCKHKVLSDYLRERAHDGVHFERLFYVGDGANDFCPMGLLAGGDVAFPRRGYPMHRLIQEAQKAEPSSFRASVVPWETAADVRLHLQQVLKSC
# PfM18AAP inh: blocks P. falciparum M18 aspartyl aminopeptidase | 290,000 tested, 1.2% active | AID 1822 | recombinant PfM18AAP, H-Glu-NHMec fluorogenic cleavage | inhibition, % at 7.35 µM;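 active = inhibition above the campaign mean inhibition over all tested compounds plus 3 SD, cut at about 28% in these data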;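 note: 0% = plate median of test compound wells and 100% = 2 mM ZnCl2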
# NALP1 yeast inh: blocks the NALP1 inflammasome reconstituted in yeast; S. cerevisiae NALP1/ASC/caspase-1 growth, X-gal OD620, 72 h; inhibition, % at 10 µM; 280,000 tested, 0.61% active; in the data active = inhibition mostly above about 24%, no sharp cut-off; inactive = mostly below about 32%; note: some compounds called inactive have numbers as strong as hits
# p-CIP stab down: compounds decreasing mouse p/CIP protein stability | Q05BA5 | F442A p/CIP-EGFP cells, EGFP fluorescence, 16 h | decrease of EGFP signal, % at 10 µM | 290,000 tested, 0.01% active;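 active = EGFP signal decrease of at least 30% at 10 µM or well 3 SD below plate mean, unless failing retest; inactive = the rest, including hits failing retest or dose response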; note: some compounds called inactive have numbers as strong as hits; many of its hits are not listed in these tables
# GPR7 antag: human neuropeptides B/W receptor 1 antagonism; P48145; GPR7-expressing cells, fluorescence antagonist assay; inhibition, % at 4.4 µM; 290,000 tested, 1.1% active; AID 1861; in the data active = inhibition above about 16%, passing the limit was not always enough;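 note: cells stimulated with the agonist NPW; 0% = agonist with vehicle and 100% = vehicle without agonist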
# Target sequence (P48145 whole entry, looked up): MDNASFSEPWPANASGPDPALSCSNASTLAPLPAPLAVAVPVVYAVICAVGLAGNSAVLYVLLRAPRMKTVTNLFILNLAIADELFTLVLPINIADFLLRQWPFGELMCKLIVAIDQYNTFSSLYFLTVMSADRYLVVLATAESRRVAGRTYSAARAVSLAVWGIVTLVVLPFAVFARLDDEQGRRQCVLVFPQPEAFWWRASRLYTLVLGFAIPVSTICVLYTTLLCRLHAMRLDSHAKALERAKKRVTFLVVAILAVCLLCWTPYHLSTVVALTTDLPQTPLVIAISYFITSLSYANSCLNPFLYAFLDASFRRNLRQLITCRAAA
# IDE inh: inhibitors of human insulin-degrading enzyme in cells; P14735; HEK cells, FAbetaB cleavage, fluorescence polarization; inhibition, % at 5.59 µM; 320,000 tested, 0.41% active;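 active = percent inhibition above the average of all tested compounds plus 3 SD, set per screening campaign, cut at about 16% in these data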;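 note: IDE supplied by intact live HEK cells; FP after avidin binding of uncleaved biotin substrate so inhibition keeps polarization high; 0% = DMSO wells and 100% = 60 µM reference IDE inhibitor Ii1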
# VIM-2 inh: blocks Pseudomonas aeruginosa VIM-2 metallo-beta-lactamase | 290,000 tested, 0.89% active | AID 1527 | inhibition, % at 5.6 µM | purified VIM-2, nitrocefin hydrolysis, epi-absorbance fluorescence;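 active = inhibition above the mean of all tested compounds plus 3 SD, cutoff set per screening run, cut at about 7.5% in these data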;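 note: red hydrolysis product quenches plate fluorescence so inhibitors raise well fluorescence; 0% = enzyme with DMSO and 100% = DMSO without enzyme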
# An asterisk follows results filed as active; x = not tested or not shown; & = joins results of further samples.
SMILES	NALP1 yeast inh	IDE inh	GPR7 antag	PfM18AAP inh	IDE act	VIM-2 inh	IMP-1 inhibitor	p-CIP stab down	PHOSPHO1 block
Cn1nc(OC(=O)Nc2ccc(Cl)cc2)cc1C(F)(F)F	10	-1	-3	1	x	-3.2	-3.4	6	-8
Cc1ccc(NC(=O)C(C)NC(=O)OCc2ccccc2)cc1C (stereo not drawn)	-4	-5	-12	0	3	-1.5	-1.9	-6	15
COc1ccccc1C(=O)Nc1ccc(NC(=O)C2CCCCC2)nc1	5	-2	3	14	-5	-1.4	-1.0	0	19
O=C(O)CC/C(=N\Nc1ccccc1[N+](=O)[O-])c1cccs1	6	0	-7	0	2	-0.8	-4.8	-2	33
CCOC(=O)/C(C#N)=C\C1=C(N2CCCC2)CC(C)(C)OC1	29	0	1	0	4	-0.9	-1.0	-4	-9
COc1ccc(-n2nc(C(=O)NCC(=O)N(C)Cc3ccccc3)c3ccccc3c2=O)cc1	9	0	-6	3	7	-3.0	-3.6	-13	39
O=C(CSc1nnc(-c2ccccc2)o1)Nn1cnnc1	3	-3	13	72*	6	-2.2	-4.0	3	18
O=C(N/N=C/c1ccco1)c1cccc(S(=O)(=O)Nc2ccccc2Cl)c1	24	-1	1	10	-2	-4.5	-2.1	-1	-5
COc1ccc(/C=C/C(=O)Nc2ccc(S(=O)(=O)Nc3onc(C)c3C)cc2)cc1OC	-5	10	-5	-4	4	-3.0	-4.0	6	9
O=C(CC(=O)N/N=C\c1ccc(F)cc1)NCCc1ccccc1	18	0	2	-10	-3	0.2	-2.3	-14	45
C=CCC1S/C(=N/N=C/c2cccs2)NC1=O (stereo not drawn)	-1	-3	-6	-6	1	-2.5	-2.8	8	5
Cc1nn(S(=O)(=O)c2ccccc2)c(C)c1Sc1ccc([N+](=O)[O-])cc1	33	-7	4	2	-3	-3.2	-2.0	-6	53
N/C(=N\c1nc2ccccc2o1)NC(=O)c1ccccc1	-2	2	4	-1	-6	-3.9	-6.7	-7	15
CCOC(=O)c1c(C)[nH]c(C(=O)CSc2nnc(Nc3ccccc3F)s2)c1C	23	-4	-12	-6	2	-0.8	-2.3	-11	-2
CCCn1c(=O)c(C(=O)Nc2cccc(C)n2)c(O)c2ccccc21	11	-3	-9	-2	2	-0.9	-0.2	0	41
O=C(CSc1nnc(-c2ccccc2)c(-c2ccccc2)n1)Nc1ncc(Cl)cc1Cl	10	4	-12	-4	1	-1.0	-4.5	-5	-16
CNC(=O)CCCCC(=O)N/N=C/c1ccc(Cl)cc1Cl	x	8	-5	-4	1	-3.0	-1.7	-10	22
O=C(Cn1cc(Cl)ccc1=O)c1ccc(Cl)cc1	26	4	-12	9	6	-3.0	-5.1	-15	3
Cc1cc(C)nc(NC(=O)c2cccs2)c1	15	4	-15	-5	3	-1.0	0.7	1	8
COc1ccc(C(OC(=O)c2ccco2)C(=O)NC2CCCCC2)cc1OC (stereo not drawn)	-3	-3	-15	-7	0	-1.8	-5.7	7	1
O=C(CCc1ccccc1)Nc1cccc([N+](=O)[O-])c1	4	0	-13	1	-6	-2.2	-2.4	7	34
COc1ccccc1NC(=S)N/N=C/c1cccc(C)c1	23	-1	-13	3	3	-2.3	0.0	7	-11
O=C(CS(=O)(=O)Cc1ccccc1)N1CCc2ccccc21	-25	4	-8	-6	-2	-4.8	-8.1	7	-3
COc1ccccc1CNC(=O)N1CCN(c2ccccc2)CC1	8	9	2	8	4	-0.6	-2.6	-3	39
Cc1ccc(C(=O)Nn2c(N)c(S(=O)(=O)c3ccc(C)cc3)c3nc4ccccc4nc32)cc1	-10	0	8	1	7	-3.5	-3.4	1	18
COc1cc(C=O)ccc1OCCCOc1ccccc1[N+](=O)[O-]	19	0	7	-10	5	-1.3	-0.3	4	16
O=C(O)CNS(=O)(=O)c1ccc2c(c1)CCCC2	-3	-1	-20	1	1	-2.2	-2.4	2	8
O=C1C(Br)=Cc2cccc3cccc1c23	16	1	-1	-3	2	15*	0.1	1	18
CN1CCN(CCCN2c3ccccc3Sc3ccc(Cl)cc32)CC1	36&4	1&0	21&9	23&14	9	-1.5&-1.7	-3.5&-2.1	0&5	26&32
COC(=O)C(C)Sc1nnc(Cc2cc(=O)[nH]c(=O)[nH]2)n1-c1ccc(OC)cc1 (stereo not drawn)	-18	5	2	-3	1	-0.3	-3.8	-5	9
CCOc1ccccc1-n1nnnc1SC(C)C(=O)OC (stereo not drawn)	8	0	1	0	4	-2.2	-1.8	-3	53
CCCOc1cccc(C(=O)NCCCNC(=O)c2cccnc2)c1	-7	4	-12	0	1	0.9	-1.6	9	19
O=[N+]([O-])c1nn(-c2ccc3c(c2)OCCO3)n(O)c1=NCCC1=CCCCC1	16	-3	-3	5	4	-2.8	-3.3	-15	42
CC1CC(C)CN(CCCNC(=O)CC2Oc3ccccc3NC2=O)C1 (stereo not drawn)	-12	0	-14	-3	7	-3.9	-3.4	-7	1
CC(Oc1ccccc1)C(=O)Nc1ccc(C(N)=O)cc1 (stereo not drawn)	3	2	-6	7	-2	-0.2	-4.0	-20	10
CCN(c1ccccc1)S(=O)(=O)c1ccc(C(C(=O)OC)C(=O)OC)c([N+](=O)[O-])c1	3	-5	-5	3	-1	-3.0	-2.0	-8	2
CC(C)OCCCNc1ccc(N2C(=O)CCCC2=O)cc1[N+](=O)[O-]	17	-4	-18	-2	5	-2.2	-1.6	-8	37
COc1cccc(C(=O)N(Cc2ccc3c(c2)OCO3)Cc2nc3ccccc3c(=O)[nH]2)c1	7	2	-6	-8	6	-0.5	-0.6	-3	10
O=C(O)CNS(=O)(=O)c1ccc(-c2ccccc2)cc1	-2	x	-5	-5	x	-3.3	-1.0	-14	15
CCC1=Nc2cc(C(=O)NCCCOC(C)C)ccc2Sc2ccccc21	6	0	2	6	-1	-2.4	-2.5	3	1

# Reformatted with values under each structure: part of the list above
# Screens in order: NALP1 yeast inh	IDE inh	GPR7 antag	PfM18AAP inh	IDE act	VIM-2 inh	IMP-1 inhibitor	p-CIP stab down	PHOSPHO1 block
> CC(Oc1ccccc1)C(=O)Nc1ccc(C(N)=O)cc1 (stereo not drawn)
    3	2	-6	7	-2	-0.2	-4.0	-20	10
> CC(C)OCCCNc1ccc(N2C(=O)CCCC2=O)cc1[N+](=O)[O-]
    17	-4	-18	-2	5	-2.2	-1.6	-8	37
> CCC1=Nc2cc(C(=O)NCCCOC(C)C)ccc2Sc2ccccc21
    6	0	2	6	-1	-2.4	-2.5	3	1

# (continued)
SMILES	NALP1 yeast inh	IDE inh	GPR7 antag	PfM18AAP inh	IDE act	VIM-2 inh	IMP-1 inhibitor	p-CIP stab down	PHOSPHO1 block
Cc1nc(SCc2c(F)cccc2Cl)n[nH]1	12	2	-7	-3	2	-1.8	-3.2	1	9
O=C(NCC1CCCO1)Nc1cccc(Cl)c1 (stereo not drawn)	-9	-3	-11	0	-5	0.0	-3.9	3	31
Cc1ccc(C(=O)Cn2nnc(-c3cccs3)n2)cc1	x	3	-9	1	9	-0.7	-1.9	-8	19
CCc1nnc(NC(=O)CSc2nc3[nH]ncc3c(=O)[nH]2)s1	-3	-2	-15	31*	3	-3.2	-3.3	1	44
Oc1ccccc1N=Nc1nc(-c2ccccc2)c(-c2ccccc2)[nH]1	-7	-4	1	12	13	-6.0	-4.6	-6	-2
CCN(CC)S(=O)(=O)c1cc(NC(=O)C(C)N2CCc3ccccc32)ccc1C (stereo not drawn)	5	6	-3	-12	0	1.7	-1.2	-7	20
Cn1cc(Cl)c(C(=O)NC2CCCC2)n1	25	6	-7	-1	5	-0.6	2.0	-10	2
O=C(CCNC(=O)Cn1ccc2ccccc2c1=O)NCCN1CCc2ccccc2C1	28	5	-14	3	6	-3.4	-1.9	1	-27
Cc1ccc(SC[C@H](C)CN2CC[C@H](C(C)(C)C)CCC2=O)cc1	26	0	-14	-3	7	-1.2	-3.2	5	15
COC(=O)Nc1sc2c(c1C(N)=O)CCC(C)C2 (stereo not drawn)	-4	-2	0	49*	1	-2.1	-0.2	-20	-11
COC(=O)c1ccc2c(=O)n(-c3ccccc3)c(SCN3C(=O)c4ccccc4C3=O)nc2c1	19	2	-11	0	2	-0.8	-3.1	-12	-22
CCCCCCCN1C=CC(=O)CC1	0	-1	x	x	1	x	x	-8	13
NC(=O)[C@@H]1CCCN1Cc1nc(Cc2ccccc2F)no1	6	2	-8	-14	-2	-1.9	-0.9	-7	30
Cc1ccc(OCC(O)CN2CCOCC2)c(C)c1 (stereo not drawn)	-5	4	-6	-8	6	-2.1	-3.2	-4	10
C=CC#CC1(O)CC(C)[N+](C)(C)CC1C (stereo not drawn)	3	2	1	2	0	-2.8	-2.1	12	-144
Cc1ccc(NCCC(=O)c2ccc(Cl)cc2)cc1	28	-2	10	-1	0	-6.1	-4.1	-18	37
COc1ccccc1N1CCN(CC(=O)Nc2ccc(C)c(F)c2)CC1	15	6	26*	-7	1	2.5	1.2	1	18
Cc1ccccc1NC(=S)c1nc2ccccc2[nH]1	42	3	-5	16	2	-5.2	-4.9	-4	-8
CO/N=C(/C)CCS(=O)(=O)c1ccccc1	18	4	-17	-2	3	-1.0	-1.9	-9	16
O=C(OCC(=O)N1CCCc2ccccc21)c1ccc(Br)o1	5	5	10	-3	3	-4.0	-1.6	-3	-9
Cc1cc(NC(=O)CSc2ncnc3c2cnn3-c2cccc(Cl)c2)no1	8	0	-12	0	5	-2.2	-3.1	-1	29
O=C(c1ccc(-c2ccc([N+](=O)[O-])cc2Cl)o1)N1CCOCC1	-3	3	20*	39*	0	1.4	1.6	-4	17
COc1ccc(NC(=O)Nc2ccccc2C)c(OC)c1	12	4	-5	-6	1	2.9	-0.1	-8	-16
CCn1nc(C)c(NC(=O)CSc2nnc(-c3ccco3)n2C)c1C	21	1	-13	0	2	-1.9	-2.5	-11	16
CNC(=O)CSc1nnc(CCc2ccccc2)n1-c1ccccc1	25	-3	4	-1	5	-1.3	-1.0	8	-6
Cc1cc(C)n2nc(C(=O)N/N=C/c3ccc(Cl)cc3)nc2n1	-1	4	-5	-1	-5	-2.2	0.2	5	-4
CN1CC=C2C(C#N)=C(N)C(C#N)(C#N)C(c3ccsc3)C2C1 (stereo not drawn)	13	-6	-2	10	-4	0.3	-2.8	-20	4
O=C(COc1cc(Cl)ccc1Cl)Nc1ccc2c(c1)CCC2	20	4	-10	0	-2	-1.4	-3.2	-8	-15
CCCc1nnc(SCC(=O)N2CCCCC2C)n1CC1CCCO1 (stereo not drawn)	5	-7	-9	-5	5	-3.0	-1.7	-14	33
CSCC(C)N1CCC(CO)(CCCc2ccccc2)CC1 (stereo not drawn)	-3	-1	15	-11	4	0.6	-2.0	-12	34
Nc1ncnc2oc(-c3ccco3)c(-c3ccco3)c12	-6	2	-10	17	2	0.4	0.5	-16	13
Cc1ccc(S(=O)(=O)N(C)C)cc1NC(=S)NCCc1ccccn1	11	5	-13	1	1	-2.4	-2.8	-7	32
CCOc1ccc(CCNC(=O)CCc2nnc3ccc(N4CCOCC4)nn23)cc1	8	2	-11	7	2	-2.2	-3.1	-6	28
